# SSB-PriA inh: K. pneumoniae PriA-SSBct interaction inhibition; AlphaScreen SSBct-PriA binding, biotinylated peptide; actives 0.6% (n = 430,000); AID 1272365; inhibition, % at 33 µM; in the data active = inhibition mostly above about 37%, no sharp cut-off; inactive = mostly below about 20%;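 note: plate controls were negative control peptide for no effect and reference peptide for full effect; strong numbers were not always called active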
# * marks the source's active call; other numbers are inactive results; & = joins results of further samples. This is a subset. The share of hits here may be higher or lower than overall.
# The first 3 entries (preview)
SMILES,SSB-PriA inh
COc1cc(C(C)=O)ccc1OCC(=O)Nc1c(C)nc2ccccn2c1=O,-28.0&-8.0
O=S(=O)(Nc1nc2c(F)cccc2s1)c1cccs1,4.0
O=S(=O)(c1cccnc1)N1CCN(Cc2nc(-c3ccco3)cs2)CC1,3.0

# Main list, previewed entries included:
SMILES,SSB-PriA inh
COc1cc(C(C)=O)ccc1OCC(=O)Nc1c(C)nc2ccccn2c1=O,-28.0&-8.0
O=S(=O)(Nc1nc2c(F)cccc2s1)c1cccs1,4.0
O=S(=O)(c1cccnc1)N1CCN(Cc2nc(-c3ccco3)cs2)CC1,3.0
O=C(c1cccc([N+](=O)[O-])c1)N(Cc1cccnc1)c1nc2ccc(Cl)cc2s1,15.0
Cc1noc(C)c1CCC(=O)NCc1cccs1,-12.0
COc1ccc(CC(=O)Nc2nnc(Cc3cccs3)o2)cc1C,1.0
CCC(C)NC(=O)c1c(N)n(N=Cc2ccccn2)c2nc3ccccc3nc12 (stereo not given),-6.5
COc1ccc(NC(=O)CN2CC3CCC(C)(C2)C3(C)C)cc1 (stereo not given),5.0
CCOC(=O)c1cnn2ccc(NC(=O)c3cn(C)nn3)cc12,-10.0
COCCCN1C(=O)/C(=C/N2CCN(c3ccccc3)CC2)SC1=S,-3.0
Cc1nc(N(C)C)nc(C)c1NS(=O)(=O)N(C)C,-2.0
C=CCNC(=O)CC(=O)NN=Cc1cccc(C)c1,-2.4
O=C(c1cccc(Cl)c1)N1CCCC(c2nnc(-c3ccc4c(c3)OCO4)o2)C1 (stereo not given),1.0
COCC(=O)NCC#CCN(C)Cc1ccccc1,-9.0
Cc1ccccc1OCCn1c([C@H](C)O)nc2ccccc21,-2.0

# Random excerpt: 7 records from the list, in no set order.
SMILES,SSB-PriA inh
COCC(=O)NCC#CCN(C)Cc1ccccc1,-9.0
Cc1noc(C)c1CCC(=O)NCc1cccs1,-12.0
O=C(c1cccc(Cl)c1)N1CCCC(c2nnc(-c3ccc4c(c3)OCO4)o2)C1 (stereo not given),1.0
COc1ccc(NC(=O)CN2CC3CCC(C)(C2)C3(C)C)cc1 (stereo not given),5.0
Cc1nc(N(C)C)nc(C)c1NS(=O)(=O)N(C)C,-2.0
COc1cc(C(C)=O)ccc1OCC(=O)Nc1c(C)nc2ccccn2c1=O,-28.0&-8.0
O=S(=O)(Nc1nc2c(F)cccc2s1)c1cccs1,4.0

# Remaining list, next part:
SMILES,SSB-PriA inh
Cc1noc(C)c1S(=O)(=O)N1CCC2(CC1)OCCN2S(=O)(=O)c1ccc(Cl)cc1,0.0
CS(=O)(=O)N1CCC(CNC(=O)NCCOc2ccccc2)CC1,-11.0
Cc1nc(Nc2ccc(NS(=O)(=O)c3cccc(Cl)c3)cc2)cc(-n2ccnc2)n1,5.0
Cc1ccc(-c2csc(NC(=O)c3ccc(S(=O)(=O)N(C)CC4CCCO4)cc3)n2)cc1 (stereo not given),-12.0
CCOC(=O)NCc1ccc(C(O)c2ccccc2)s1 (stereo not given),-11.0
C[C@H]1Cc2cc(Br)ccc2N1,-17.0
O=C(Nc1cc(C(F)(F)F)ccc1Cl)C1CN(C(=O)c2cnccn2)C1,-7.0
O=S(=O)(NCCOc1ccc2nnc(-c3ccccc3Cl)n2n1)c1cccs1,-6.0&7.0
Cc1cc(F)ccc1S(=O)(=O)NCC[C@H](O)c1ccccc1,-9.0
O=C1NCN(c2nc(-c3ccccc3)c3cc(Cl)ccc3n2)c2ccccc21,-5.0
CC1CC1c1ccc(CCC(=O)Nc2ccc(Cl)c(Cl)c2)o1 (stereo not given),0.0
O=c1oc2ccccc2c(O)c1C(c1cccnc1)c1c(O)c2ccccc2oc1=O,4.0
CCOC(=O)c1oc2ccccc2c1NC(=O)c1cc(C)n(C)n1,-11.0
O=C(NCCc1ccccc1)c1nc(-c2ccncc2)cs1,-6.0
COc1cccc2cc(C(=O)N3CCN(S(C)(=O)=O)CC3)oc12,-9.0
COc1ccc(C(OC(=O)c2ccc(OC)c(OC)c2)c2nccc3ccccc23)cc1 (stereo not given),21.0
O=C(/C=C/c1ccccc1)Nc1nnc(SCC(=O)Nc2cc(C(F)(F)F)ccc2Cl)s1,3.0
CCOc1ccccc1C(=O)Nc1ccc2c(c1)N(CCC(C)C)C(=O)C(C)(C)CO2,9.0
Cc1nc(-c2ccccc2)sc1C(=O)Nc1c(C)nc2ccc(Cl)cn2c1=O,-8.0
CCn1c(C2CCN(C(=O)c3ccccc3Br)CC2)nn(CCOC)c1=O,-7.0
COc1ccc(F)cc1S(=O)(=O)N1CCN(c2ccc(-c3ccco3)nn2)CC1,1.0
Cc1[nH]c(=O)[nH]c(=O)c1CCC(=O)Nc1ccc2c(c1)NC(=O)CO2,-21.0
Oc1ccccc1/C=C/c1ccc2ccccc2n1,4.0
O=C(C=NO)NCC1CCNCC1,-7.0
Cc1nc(-c2ccccc2Cl)sc1CNC(=O)c1cc2ccccc2[nH]1,1.0
O=S(=O)(NCCOc1ccc(-c2cccs2)nn1)c1cccnc1,-11.0
COC(=O)NN=Cc1cn(Cc2ccc(Cl)cc2Cl)c2ccccc12,-6.7
O=C(c1ccc([N+](=O)[O-])cc1)N(C(=O)N1CCCCC1)c1cccc(Cl)c1,19.0
O=C(c1ccco1)N(C(=O)N1CCCCC1)c1cccc(Cl)c1,1.0
C=CCn1cnc2c(-c3cccc(F)c3)csc2c1=O,-25.0
C=CCNc1ncnc2c1CCCC2,-17.0
CCOc1ccc(-c2n[nH]c(=S)n2N=Cc2cc3c(cc2[N+](=O)[O-])OCO3)cc1,-3.9
CC(C)CCNS(=O)(=O)c1ccc2c(c1)C(=NN)c1cc(S(=O)(=O)NCCC(C)C)ccc1-2,-1.0
Cc1ccc(NC(=O)Cn2c(C)cc(C)c(-c3nc(-c4ccc5c(c4)OCO5)no3)c2=O)cc1C,-6.0
O=[N+]([O-])c1ccc(C(Nc2nccs2)c2ccc3cccnc3c2O)cc1 (stereo not given),77.0
O=C1CCCC2=C1C(c1cccc(Cl)c1Cl)n1nc(-c3ccco3)nc1N2 (stereo not given),6.0
COc1cc2c(cc1OC)C(COc1ccc(C(=O)O)cc1)NCC2 (stereo not given),-2.0
Cc1cc(=O)c2cc(C(=O)O)ccc2[nH]1,-3.0
CSc1ccccc1C(=O)NCC(O)(c1ccco1)C1CC1 (stereo not given),11.0
COc1cccc(C=NNC(=O)Cn2ccnc2C)c1,-8.1
O=C(NC1(C(F)(F)F)Oc2ccccc2O1)C(F)(F)F,-7.0
CC(=O)C1=C(C)NC(SCc2ccc(Cl)cc2)=C(C#N)C1c1ccccc1Cl (stereo not given),2.0
COc1ccc(C(=O)NCc2nnc(SCC(=O)c3ccccc3)n2C2CCCCC2)cc1,5.0
CC(C)c1ccc(-c2csc(NC(=O)c3ccc(C#N)cc3)n2)cc1,-4.0&-2.0
CC(Cc1ccccc1)=NNC(=O)CNC(=O)C(c1ccccc1)c1ccccc1,-7.7
O=C(NN=Cc1c[nH]c2ccc(Br)cc12)c1ccncc1,-15.6
COc1ccc(N=Cc2cc([N+](=O)[O-])ccc2O)c2ccccc12,-4.0
CC(C)(C)c1ccc(C(=O)Nc2sc3c(c2CN2CCCC2)CCCC3)cc1,-16.0
COc1ccccc1C(=O)N1CCCC(c2nnc(-c3ccccc3F)s2)C1 (stereo not given),-7.0
CC(=NN1CCN(Cc2cccc3ccccc23)CC1)c1ccco1,-8.9
O=C1c2cccc3c(Br)ccc(c23)C(=O)N1CCO,9.0
COC(=O)c1ccc2c(c1)C(=O)/C(=C/c1cn(-c3ccccc3)nc1-c1cccs1)O2,-20.0
O=C(Cn1cccc1)N[C@H]1CCN(c2ccccn2)C1,4.0
COC1CC(=NO)C2OC(c3ccccc3)OCC2O1 (stereo not given),-12.9
CC(=O)Nc1cccc(C(C)=NNC(=O)c2ccc(Cl)cc2Cl)c1,-21.0
CC1=CC(=O)C(C(C)C)=CC1=NOS(=O)(=O)c1ccccc1,15.8
C=CCN1C(=O)C(C)(C)COc2cc(NS(=O)(=O)Cc3ccc(F)cc3)ccc21,-18.0
COC(=O)Nc1ccc(S(=O)(=O)NCC2(Sc3ccccc3)CCOCC2)cc1,7.0
Cc1ccc(S(=O)(=O)N=S(C)C(C)C)cc1 (stereo not given),5.7
CCNc1nn(CC(=O)Nc2ccc(C)c(C)c2)c(N)c1-c1nc(-c2ccc(OC)cc2)no1,10.0

# Three entries out of the list, ordered by count of non-hydrogen atoms, largest number first:
SMILES,SSB-PriA inh
C=CCN1C(=O)C(C)(C)COc2cc(NS(=O)(=O)Cc3ccc(F)cc3)ccc21,-18.0
CC(=O)Nc1cccc(C(C)=NNC(=O)c2ccc(Cl)cc2Cl)c1,-21.0
Cc1ccc(S(=O)(=O)N=S(C)C(C)C)cc1 (stereo not given),5.7

# Next compounds follow:
SMILES,SSB-PriA inh
Cn1nc(-c2ccccc2NC(=O)c2ccccc2Cl)ccc1=O,-10.0
COC(=O)C1CCN(C(=O)CCc2c(C)nn(-c3nc(C)cc(=O)[nH]3)c2C)CC1,-9.0
O=C(NCC1COC2(CCCCC2)O1)C(=O)Nc1ccccc1F (stereo not given),-12.0
O=C(/C=C/c1ccccc1)c1c(F)c(F)c(F)c(F)c1F,5.0
Fc1ccc(NC(=S)NCC2CCCO2)cc1 (stereo not given),-5.0
COCCCNC(=O)c1c(N)n(N=Cc2cccnc2)c2nc3ccccc3nc12,-16.5
N#CC1=C(SCC(N)=O)NC(=O)C(C#N)C1c1ccccc1Cl (stereo not given),-1.0
Cc1ccccc1C(=O)N/N=C\c1ccc(C(C)C)cc1,-8.0
O=C(NCC1CCN(Cc2ccccc2)CC1)C(=O)NC1CCCC1,-25.0
Cc1ccc(C(=O)NN=Cc2ccc([N+](=O)[O-])s2)cn1,0.5
Cc1cc(=O)n2c(-c3ccc(NS(=O)(=O)c4cc(F)ccc4F)cc3)csc2n1,5.0
Cc1cc(C(=O)N(CCCN(C)C)c2nc3ccc(Cl)cc3s2)on1,-4.0
COc1cc(OC)c(NC(=O)CSc2cc(-c3nc(C)no3)ccn2)cc1Cl,-16.0
Cc1ccc(C=NNC(=O)c2cccc([N+](=O)[O-])c2)o1,0.3
COCC(C)NC(=O)C(=O)Nc1cc(Cl)ccc1C#N (stereo not given),-3.0
O=C(NCCC(CCO)c1ccccc1)c1ccccc1Cl (stereo not given),-1.0
CSc1nnc(C)c2cnn(-c3ccc(C)c(C)c3)c12,-3.0
COC(=O)c1cccc(NC(=O)c2cccs2)c1,-11.0
CC[C@H]1CCCCN1C(=O)CSc1nc2c(sc3ccccc32)c(=O)n1CCc1ccccc1,-13.0
COc1ccc(C(=O)NCCN2CCN(c3nc4c(C)c(C)ccc4s3)CC2)cc1,-12.0
COc1ccc(C=NNS(=O)(=O)c2ccc(F)cc2)cc1CN1CCSCC1,5.1
O=C(NC[C@H](O)c1ccoc1)c1ccc(OC(F)(F)F)cc1,-15.0
O=C(O)CC(NS(=O)(=O)c1ccc(Br)cc1)c1ccccc1 (stereo not given),-9.0
COc1ccc(Cl)cc1Nc1nnc(-c2ccccc2)c(=O)[nH]1,-1.0
O=C(CN1CCN(S(=O)(=O)c2ccc(Br)cc2)CC1)NN=Cc1ccc(Cl)c([N+](=O)[O-])c1,5.1
O=C(CCCOc1ccc(Cl)cc1Cl)NN=Cc1cccc([N+](=O)[O-])c1,-7.4
COc1ccc(S(=O)(=O)CCC(=O)Nc2nc3c(C)ccc(C)c3s2)cc1,12.0
CCCCC(=O)NN=Cc1c(O)n(CCC2=CCCCC2)c(=O)[nH]c1=O,-3.6
COc1ccccc1CNC(=O)C(=O)Nc1ccc(N2CCCCS2(=O)=O)cc1,12.0
O=S(=O)(c1ccc(Cl)cc1)N1CCC(c2nc(-c3ccc4c(c3)OCO4)no2)CC1,10.0
CCOC(=O)C(=NNc1ccc(OC)cc1)Sc1nnc(CCc2ccccc2)n1-c1ccccc1,23.2
CC(C)c1ccc(S(=O)(=O)Nc2ccc3c(c2)CN(C(=O)c2ccco2)CC3)cc1,4.0
COc1ccc(C2=NN(C(=O)c3ccco3)[C@H](c3ccc4nccnc4c3)C2)cc1,6.0
O=C(c1csc(Nc2ccccc2)n1)N1CCCC1,-9.0
Cc1ccc(NS(=O)(=O)c2cccc(C(=O)NN=Cc3ccc4c(c3)OCCO4)c2)c(C)c1,13.3
CSc1ccccc1NC(=O)C1COCC(=O)N1Cc1ccccc1 (stereo not given),-4.0
CC(CC(=O)O)n1cccn1 (stereo not given),3.0&4.0
CC(=O)C(=NNc1ccccc1)Oc1ccc([N+](=O)[O-])cc1,-7.2
CN(C)C(CNC(=O)NCc1ccc(F)cc1)c1ccsc1 (stereo not given),-6.0
COc1cc2[nH]c3c(=O)n(CC(=O)Nc4cccc(SC)c4)cnc3c2cc1OC,-5.0
O=C(Cc1cccc2ccccc12)Nc1nnc(-c2ccc3c(c2)CCCC3)o1,-31.0
NC(=O)c1ccc(NC(=O)Cc2csc(Nc3ccc(F)cc3)n2)cc1,-12.0
O=C(CS(=O)(=O)CC(=O)c1ccccc1)c1ccccc1,-3.0
O=C(NCC(c1ccc(F)cc1)N1CCOCC1)C(=O)Nc1ccncc1 (stereo not given),-17.0
O=C(NCCn1ccc(-c2ccsc2)n1)c1cc(=O)c2ccccc2o1,-1.0
O=C(NC1CC(=O)N(c2cccc(F)c2)C1)c1ccc(C(F)(F)F)cc1 (stereo not given),-6.0
O=C(COc1ccc(Cl)cc1)N1CCN(c2ccc3nncn3n2)CC1,-7.0
O=C(c1ccc(-n2cccc2)cc1)N1CCC[C@H](Cc2nc(-c3cnccn3)no2)C1,-3.0
Cc1ccc(-n2ncc3c(=O)[nH]c(-n4nc(C)cc4NC(=O)c4ccccc4F)nc32)cc1,5.0
O=C(Nc1ccc(Br)cc1C(=O)c1ccccc1)c1ccc2c(c1)OCO2,-19.0
CCn1c(O)c(C=C2C=NN=C2c2ccc(C)cc2)sc1=S,-6.0
O=C(NCc1cncc(-c2cccs2)c1)c1ccc(C(F)(F)F)nc1,-5.0
O=C(CNS(=O)(=O)c1ccc(Cl)cc1)NN=Cc1ccco1,-5.4
Cc1ccc(NC(=O)CC2Nc3cc(C)c(C)cc3NC2=O)c(Br)c1 (stereo not given),5.0
Cc1ccc(C)c(S(=O)(=O)c2cnc(SCC(=O)Nc3ccccc3C(F)(F)F)[nH]c2=O)c1,11.0
O=C(CN1C(=O)CCC1=O)Nc1ccccc1-c1csc(-c2ccccc2F)n1,-6.0
